TRHR enhancer = allosterically enhances the human TRH receptor | enhancement, % at 2 µM | P34981 | TRHR cells, fluo-8 calcium fluorescence, EC20 TRH enhancement | AID 493056 | hit rate 0.66% among 360,000; in the data active means enhancement above about 30%; further: 0% is about no effect
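Enhancer read-out: after compound pinning and an initial kinetic agonist-mode read, an EC20 of TRH (10 nM final) was injected and fluo-8 calcium signal (Ex 480/Em 530) followed at 1 s/cycle for 100 cycles in TRHR-expressing cells.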
D1 ag = human D1 receptor agonism; P21728; HEK293 T-REx D1 cells, calcium flux, agonist mode; activation, % at 2 µM; hit rate 1% among 360,000; in the data active means activation above about 30%; further: 0% is about no effect
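Inducible HEK293 T-REx D1 cells, force-coupled to calcium signalling, were plated at 4000 cells/well with tetracycline and held overnight at 30 C. After no-wash calcium dye loading, compound-evoked calcium rise over 180 s flagged agonists.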
D2 potentiator = positively modulates the human D2 dopamine receptor allosterically | HEK293 T-REx D2, calcium flux, EC20 dopamine potentiation | hit rate 0.34% among 340,000 | P14416 | potentiation, % at 10 µM;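 active means potentiation over 3 SD above the plate norm, cut at about 30% in these data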; further: 0% is about no effect
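Tetracycline-induced Hek293 Trex D2 cells, force-coupled to calcium, loaded with no-wash calcium dye. Compound added with 180 s kinetic read for agonism, then EC20 dopamine and a further 180 s read for potentiation.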
Anesthetic bind = binds horse apoferritin like a general anesthetic; P02791; apoferritin/1-aminoanthracene competitive binding, fluorescence; Potency, µM (series often up to 77.5 µM), for the others: at the top dose activity change, negative = displacement, actives largely listed as inhibitors; hit rate 0.074% among 350,000; AID 485281; further: potency means the concentration at half of the fitted maximal effect; on the % scale 0 is the no-effect control and ±100 the full control effect; nearly all actives have a fitted effect of over 20% in size
Target sequence (P02791 2-175 limits assumed): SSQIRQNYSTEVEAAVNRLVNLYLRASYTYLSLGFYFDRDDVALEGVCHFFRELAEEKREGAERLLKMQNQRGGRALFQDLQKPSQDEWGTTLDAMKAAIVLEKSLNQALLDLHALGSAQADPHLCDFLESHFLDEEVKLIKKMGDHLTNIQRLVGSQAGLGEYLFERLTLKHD
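Concentration-response curves derived by four-parameter Hill fitting of normalized fluorescence, where compounds displaced 1-AMA from 10 uM horse apoferritin following a brief 10 min room-temperature incubation; propofol titration acted as positive control.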
D1 potentiator = enhances dopamine response at the human D1 receptor | P21728 | HEK293 TREx D1 cells, calcium flux, dopamine EC20 potentiation | potentiation, % at 10 µM | hit rate 0.036% among 360,000; in the data active means potentiation above about 30%; further: 0% is about no effect
D1 antag = human D1 dopamine receptor antagonism | hit rate 3.2% among 360,000 | AID 504652 | HEK293 TREx D1 cells, calcium flux, dopamine EC80; hits give low values | P21728 | activity change, negative = inhibition, % at 10 µM; in the data active means activity change below about -30%; further: on the % scale 0 is the no-effect control and ±100 the full control effect
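Antagonism measured as reduced calcium response to an EC80 dopamine addition following 180 s compound pre-read; cells were inducible HEK293 Trex D1 plated overnight at 30 C, read kinetically at 1 cycle/sec.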
RXFP1 antagonist = RXFP1 (human) relaxin receptor antagonism; Q9HBX9; HEK293-RXFP1, relaxin-stimulated cAMP HTRF, 30 min; hits give low values; activity change, negative = inhibition, % at 57.5 µM; hit rate 0.59% among 350,000; AID 1259400;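 active means activity change of -60% or lower, but not beyond a set lower limit; inconclusive means change between -60% and -40%, or beyond the set limit; inactive means change above -40%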; further: on the % scale 0 is the no-effect control and ±100 the full control effect
Target sequence (Q9HBX9 whole entry, looked up): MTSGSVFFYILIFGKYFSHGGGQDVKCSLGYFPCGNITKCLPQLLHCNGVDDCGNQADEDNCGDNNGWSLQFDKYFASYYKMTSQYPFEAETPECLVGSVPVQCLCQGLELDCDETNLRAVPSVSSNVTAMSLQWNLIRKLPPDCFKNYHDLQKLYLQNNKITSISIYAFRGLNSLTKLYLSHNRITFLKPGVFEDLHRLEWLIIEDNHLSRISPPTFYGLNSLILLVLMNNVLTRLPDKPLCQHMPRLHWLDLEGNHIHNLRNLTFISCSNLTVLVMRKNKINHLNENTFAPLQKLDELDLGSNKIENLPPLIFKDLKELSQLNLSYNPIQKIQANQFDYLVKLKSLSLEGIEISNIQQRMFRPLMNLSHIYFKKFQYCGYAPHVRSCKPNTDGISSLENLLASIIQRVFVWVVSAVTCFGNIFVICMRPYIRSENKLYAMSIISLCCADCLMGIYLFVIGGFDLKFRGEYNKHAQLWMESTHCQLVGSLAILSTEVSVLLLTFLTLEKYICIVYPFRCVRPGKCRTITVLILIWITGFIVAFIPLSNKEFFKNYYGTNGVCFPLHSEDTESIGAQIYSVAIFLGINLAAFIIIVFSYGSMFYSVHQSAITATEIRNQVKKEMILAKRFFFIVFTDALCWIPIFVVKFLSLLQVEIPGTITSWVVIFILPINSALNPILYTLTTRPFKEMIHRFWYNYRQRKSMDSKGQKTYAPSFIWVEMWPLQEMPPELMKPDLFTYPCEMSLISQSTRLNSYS
TRHR agonist = activates the human TRH receptor; P34981; TRHR cells, calcium flux fluo-8, FDSS agonist mode; activation, % at 2 µM; hit rate 0.18% among 360,000; AID 493084; in the data active means activation above about 30%; further: 0% is about no effect
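Steps: seed TRHR cells overnight; add fluo-8 no-wash Ca dye, RT 30 min–1.5 h; record 10 s baseline; pin-transfer compounds; monitor fluorescence 1 cycle/s for the agonist window. Calcium increases flag candidate agonists.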
RXFP1 agonist = RXFP1 (human) receptor agonism; AID 2676; HEK293T-RXFP1 cAMP TR-FRET, 30 min; response scale: percent of porcine relaxin response, buffer zero; Q9HBX9; Potency, µM (titrated, usually from 57.5 µM), inactives show at the highest dose activation, usual class: activators; hit rate 0.3% among 370,000; further: potency means the concentration at half of the fitted maximal effect; on the % scale 0 is the no-effect control and ±100 the full control effect; nearly all actives have a fitted effect of over 60% in size; many of its hits are not listed in these tables
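HEK293T cells stably expressing RXFP1 were pretreated with the PDE4 inhibitor Ro 20174, exposed to compounds for 30 min at 37C, lysed, and cAMP was read by TR-FRET. Data normalized to buffer (basal) and 29 nM porcine relaxin (100%).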
Numbers without * were called inactive. Unless noted, the call rests on the fitted dose curve; in most records, active means well fitted curve in the direction sought with a large enough effect; inconclusive means small, poorly fitted or top-dose-only effect, or another doubt; inactive means no such curve, though single readings can be large; an effect the other way counts as inactive or inconclusive.

Cc1ccc(NC(=O)c2sc3nc4c(cc3c2N)CN(Cc2ccccc2)CC4)cc1 was read as TRHR enhancer 19, D1 ag 6, D2 potentiator 5, Anesthetic bind 22%, D1 potentiator 2, D1 antag 8, RXFP1 antagonist -10, TRHR agonist -0.4 and RXFP1 agonist -1.0%.
Screening COc1ccc(/C=N/NC(=O)c2ccc(Br)cc2)cc1Cn1cc(Cl)cn1 returned TRHR enhancer -4, D1 ag 2, Anesthetic bind 3%, D1 potentiator 11, D1 antag -1, RXFP1 antagonist -11, TRHR agonist 0.1 and RXFP1 agonist -0.9%.
Screening CC1CCCCC1NC(=O)CCS(=O)(=O)c1ccc2c(c1)NC(=O)CO2 (stereo unspecified) returned TRHR enhancer 10, D1 ag 0, D2 potentiator 6, Anesthetic bind 0%, D1 potentiator -8, D1 antag 10, RXFP1 antagonist -8, TRHR agonist 0.9 and RXFP1 agonist 2.5%.
Screening O=C1CCCN1CCCNC(=S)Nc1ccccc1Cl returned TRHR enhancer 0, D1 ag 1, D2 potentiator -1, Anesthetic bind -8%, D1 potentiator 1, D1 antag 1, RXFP1 antagonist -8, TRHR agonist 0.1 and RXFP1 agonist 1.1%.
COc1ccc(-c2noc(CCC(=O)NCc3ccco3)n2)cc1 was read as TRHR enhancer -1, D1 ag 0, D2 potentiator -4, Anesthetic bind -8%, D1 potentiator -6, D1 antag -37*, RXFP1 antagonist 2, TRHR agonist -1.8 and RXFP1 agonist 2.6%.
Cc1cccc(C(=O)Nc2nnc(COc3ccccc3)s2)c1 was read as TRHR enhancer 22, D1 ag 2, D2 potentiator -5, Anesthetic bind -18%, D1 potentiator -4, D1 antag -9, RXFP1 antagonist 5, TRHR agonist 1.0 and RXFP1 agonist 0.2%.
`Cc1c(NC(=O)/C(C#N)=C/c2c(N3CCCCC3)nc3ccccn3c2=O)c(=O)n(-c2ccccc2)n1C` gave TRHR enhancer -3, D1 ag 0, D2 potentiator 6, Anesthetic bind -7%, D1 potentiator 2, D1 antag -2, RXFP1 antagonist -10, TRHR agonist -0.9 and RXFP1 agonist 11%.
For COc1ccc(OC)c(C2CC(=O)c3c([nH]c(C(=O)OCC4CCCCC4)c3C)C2)c1 (stereo unspecified) the results were TRHR enhancer 4, D1 ag -1, D2 potentiator -2, Anesthetic bind -2%, D1 potentiator 1, D1 antag 5, RXFP1 antagonist -12, TRHR agonist 0.3 and RXFP1 agonist -1.4%.
`Fc1ccc(Br)cc1C1C=C(c2ccc(Br)cc2)Nc2nnnn21` (stereo unspecified) gave TRHR enhancer 13, D1 ag -1, D2 potentiator 8, Anesthetic bind -12%, D1 potentiator -3, D1 antag -23, RXFP1 antagonist -25, TRHR agonist 0.5 and RXFP1 agonist -0.2%.
Screening CCc1cc2c(=O)n(Cc3ccco3)c(SCC(=O)NCC3CCCO3)nc2s1 (stereo unspecified) returned TRHR enhancer 0, D1 ag -1, Anesthetic bind -10%, D1 potentiator -2, D1 antag 11, RXFP1 antagonist -19, TRHR agonist 0.0 and RXFP1 agonist -0.8%.
Cc1ccc(C)c(NC(=O)CN(C)C(C)C(=O)N2CC(C)CC(C)C2)c1 (stereo unspecified) was read as TRHR enhancer 4, D1 ag 5, D2 potentiator 1, D1 potentiator 0, D1 antag 11, RXFP1 antagonist 10, TRHR agonist -0.4 and RXFP1 agonist -1.0%.
`C=CCc1cc(C)ccc1OCCOCCn1ccnc1` gave TRHR enhancer 4, D1 ag 18, D2 potentiator -4, Anesthetic bind 4%, D1 potentiator -11, D1 antag -13, RXFP1 antagonist -1, TRHR agonist -1.3 and RXFP1 agonist -0.5%.

In the list so far, these have a thiophene ring, fused or not.
Cc1ccc(NC(=O)c2sc3nc4c(cc3c2N)CN(Cc2ccccc2)CC4)cc1 was read as TRHR enhancer 19, D1 ag 6, D2 potentiator 5, Anesthetic bind 22%, D1 potentiator 2, D1 antag 8, RXFP1 antagonist -10, TRHR agonist -0.4 and RXFP1 agonist -1.0%.
Screening CCc1cc2c(=O)n(Cc3ccco3)c(SCC(=O)NCC3CCCO3)nc2s1 (stereo unspecified) returned TRHR enhancer 0, D1 ag -1, Anesthetic bind -10%, D1 potentiator -2, D1 antag 11, RXFP1 antagonist -19, TRHR agonist 0.0 and RXFP1 agonist -0.8%.

Next part
For COC(=S)N/C(=N\S(=O)(=O)c1ccc(Cl)cc1)c1ccccc1 the results were TRHR enhancer 2, D1 ag 2, D2 potentiator 8, Anesthetic bind 1%, D1 potentiator -1, D1 antag -4, RXFP1 antagonist 8, TRHR agonist -0.7 and RXFP1 agonist -0.2%.
O=C(CCn1cccn1)Nc1ccc(Br)cc1F was read as TRHR enhancer -2, D1 ag 0, D2 potentiator -13, Anesthetic bind -8%, D1 potentiator -7, D1 antag -6, RXFP1 antagonist 0, TRHR agonist 0.0 and RXFP1 agonist -0.8%.
C=CCO/N=C/C1=C(O)C(C(=O)OC)C(C)(C)CC1=O (stereo unspecified) was read as TRHR enhancer -3, D1 ag 3, D2 potentiator -2, Anesthetic bind -6%, D1 potentiator 0, D1 antag -2, RXFP1 antagonist -2, TRHR agonist 0.3 and RXFP1 agonist -2.0%.
For CC(=O)N/C(=C\c1ccccc1)C(=O)OCC(=O)NC(=O)c1ccccc1 the results were TRHR enhancer -9, D1 ag 1, D2 potentiator -1, D1 potentiator -1, D1 antag 0, RXFP1 antagonist 1, TRHR agonist -0.2 and RXFP1 agonist -1.7%.
O=C(CNC(=O)c1ccco1)OC(C(=O)c1ccccc1)c1ccccc1 (stereo unspecified) was read as TRHR enhancer 3, D1 ag 2, D2 potentiator 12, Anesthetic bind -19%, D1 potentiator 5, D1 antag 2, RXFP1 antagonist -12, TRHR agonist -0.2 and RXFP1 agonist -0.4%.
`O=C1C2C3C=CC(C3)C2C(=O)N1c1ccc(N2CCN(c3ccccn3)CC2)c([N+](=O)[O-])c1` (stereo unspecified) gave TRHR enhancer 2, D1 ag 22, D2 potentiator -5, Anesthetic bind inconclusive, D1 potentiator -8, D1 antag 8, RXFP1 antagonist -6, TRHR agonist 0.4 and RXFP1 agonist -0.9%.
O=C(O)c1cccc(NC(=O)c2ccccc2NC(=O)c2cccc([N+](=O)[O-])c2)c1 was read as TRHR enhancer -6, D1 ag 4, D2 potentiator 0, Anesthetic bind -6%, D1 potentiator -1, D1 antag -4, RXFP1 antagonist -1, TRHR agonist 0.2 and RXFP1 agonist 0.4%.
Screening O=C1Cc2ccccc2C(=O)N1c1cccc(Cl)c1 returned TRHR enhancer -9, D1 ag 5, D2 potentiator -5, Anesthetic bind -9%, D1 potentiator -2, D1 antag 4, RXFP1 antagonist -18, TRHR agonist -1.3 and RXFP1 agonist 3.9%.
`CCOC(=O)c1cc(-c2ccc(C)cc2)n(CCC(=O)Nc2ccc(OC)c(OC)c2)c1C` gave TRHR enhancer 2, D1 ag 1, D2 potentiator 1, Anesthetic bind 15%, D1 potentiator -1, D1 antag 0, TRHR agonist 0.2 and RXFP1 agonist 2.0%.
Cc1ccc2nc(SCC(=O)Nc3cc([N+](=O)[O-])ccc3F)[nH]c2c1 was read as TRHR enhancer -7, D1 ag 1, D2 potentiator 6, Anesthetic bind -9%, D1 potentiator -4, D1 antag -5, RXFP1 antagonist 1, TRHR agonist -0.6 and RXFP1 agonist 0.3%.
CCOC(=O)C(NC(=O)OC(C)C)(Nc1nccs1)C(F)(F)F (stereo unspecified) was read as TRHR enhancer 14, D1 ag -1, D2 potentiator -11, Anesthetic bind -7%, D1 potentiator -3, D1 antag -22, RXFP1 antagonist -2, TRHR agonist -0.1 and RXFP1 agonist 0.1%.
Screening O=C(CSCc1cccs1)N1CCCC1 returned TRHR enhancer -9, D1 ag 1, D2 potentiator -7, Anesthetic bind -9%, D1 potentiator 1, D1 antag -10, RXFP1 antagonist -3, TRHR agonist 0.6 and RXFP1 agonist -0.1%.
For COc1ccccc1C(=O)Nc1c2c(nn1-c1cccc(C)c1C)CS(=O)C2 (stereo unspecified) the results were TRHR enhancer -1, D1 ag 1, D2 potentiator -4, Anesthetic bind -17%, D1 potentiator -2, D1 antag 3, RXFP1 antagonist 7, TRHR agonist 0.7 and RXFP1 agonist 1.6%.
For CC(C)NC(=O)c1onc(CSc2ccc(F)cc2)c1C(=O)NC(C)C the results were TRHR enhancer -4, D1 ag -2, D2 potentiator -7, D1 potentiator -5, D1 antag -15, TRHR agonist -0.3 and RXFP1 agonist -0.5%.
Screening COc1cccc(C2=CC(c3ccccc3F)n3ncc(C(=O)Nc4ccc(C)cc4)c3N2)c1 (stereo unspecified) returned TRHR enhancer 8, D1 ag 8, D2 potentiator 2, Anesthetic bind -15%, D1 potentiator -7, D1 antag -10, RXFP1 antagonist -7, TRHR agonist 1.7 and RXFP1 agonist 0.4%.
`Cc1cc(-c2ccc(Cl)cc2)n2nc(C)cc2n1` gave TRHR enhancer 3, D1 ag 1, D2 potentiator 13, Anesthetic bind -2%, D1 potentiator 1, D1 antag 40, RXFP1 antagonist 0, TRHR agonist 0.1 and RXFP1 agonist -3.2%.
`COc1ccc(N(C(=O)c2ccn[nH]2)C(C(=O)NC(C)(C)C)c2ccc(F)cc2)cc1` (stereo unspecified) gave TRHR enhancer 5, D1 ag 0, D2 potentiator 1, Anesthetic bind -15%, D1 potentiator -4, D1 antag 3, RXFP1 antagonist 16, TRHR agonist -0.4 and RXFP1 agonist -1.1%.
Screening O=C(CSc1nnc(-c2ccc(OC(F)F)cc2)o1)NC(=O)NCc1ccco1 returned TRHR enhancer 2, D1 ag 3, D2 potentiator 2, Anesthetic bind -16%, D1 potentiator 2, D1 antag -13, RXFP1 antagonist 4, TRHR agonist -0.2 and RXFP1 agonist 1.2%.
For COc1cc(NC(=O)CN2C(=O)COc3ccc(S(=O)(=O)N4CCCC4)cc32)cc(OC)c1 the results were TRHR enhancer 4, D1 ag 1, D2 potentiator -9, Anesthetic bind -14%, D1 potentiator 1, D1 antag 4, RXFP1 antagonist -8, TRHR agonist -2.4 and RXFP1 agonist 2.2%.
Cc1nc(-c2cccnc2)sc1C(=O)Nc1cccc(C(F)(F)F)c1 was read as TRHR enhancer 1, D1 ag 2, D2 potentiator -9, Anesthetic bind inconclusive, D1 potentiator -3, D1 antag 4, RXFP1 antagonist 0, TRHR agonist -0.7 and RXFP1 agonist 7.1%.
For Cc1ccc(CNC(N)=S)cc1 the results were TRHR enhancer -5, D1 ag 0, Anesthetic bind -16%, D1 potentiator -2, D1 antag 0, RXFP1 antagonist 21, TRHR agonist -0.2 and RXFP1 agonist 0.3%.

A portion of the library; the hit share may differ from the screen's.
